Screening results: PubChem, several laboratories
ABHD5 PLIN5 PPI: blocks binding of human ABHD5 to perilipin-5. inhibition, % at 4 µM. Split G. princeps luciferase complementation, luminescence, 4 h. 0.78% of 360,000 active. Q00G26+Q8WTS1;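 active = inhibition above the mean inhibition across every tested compound plus 3 SD, cut at about 22% in these data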;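 note: 0% = DMSO only wells and the 100% control is not disclosed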
NR5A2 inv ag: suppresses constitutive activity of human LRH-1. HEK293T StAR-luciferase reporter, LRH-1 transfected, 24 h. O00482. inhibition, % at 3.6 µM. 0.13% of 360,000 active. AID 602396;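 active = inhibition above the mean inhibition of all tested compounds plus 3 SD, cut at about 73% in these data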;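 note: 0% = DMSO wells and 100% = reporter-only cells lacking LRH-1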
Target sequence (O00482 whole entry, looked up): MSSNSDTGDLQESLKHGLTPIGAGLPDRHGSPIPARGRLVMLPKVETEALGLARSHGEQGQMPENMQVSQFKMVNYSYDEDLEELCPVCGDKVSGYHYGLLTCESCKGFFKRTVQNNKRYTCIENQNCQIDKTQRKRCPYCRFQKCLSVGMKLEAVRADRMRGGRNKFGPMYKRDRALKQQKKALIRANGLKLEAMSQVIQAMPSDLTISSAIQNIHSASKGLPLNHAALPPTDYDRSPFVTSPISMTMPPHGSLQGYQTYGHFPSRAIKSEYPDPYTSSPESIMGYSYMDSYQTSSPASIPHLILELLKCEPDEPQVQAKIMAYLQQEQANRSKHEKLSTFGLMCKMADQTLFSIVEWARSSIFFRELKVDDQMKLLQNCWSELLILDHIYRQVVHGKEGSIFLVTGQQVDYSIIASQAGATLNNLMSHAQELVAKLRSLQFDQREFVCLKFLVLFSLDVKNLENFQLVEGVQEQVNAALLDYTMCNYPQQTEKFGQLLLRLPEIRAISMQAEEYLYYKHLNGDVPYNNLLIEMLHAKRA
NR2F2 inh: inhibitors of human COUP-TFII (NR2F2). inhibition, % at 8.6 µM. HEK293T NGFI-A luciferase reporter, luminescence. P24468. 0.7% of 370,000 active;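 active = inhibition above a per-plate cutoff, mean inhibition of test wells between control levels plus 3 SD, cut at about 38% in these data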;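 note: cells cotransfected with COUP-TFII expression vector driving the NGFI-A reporter; 0% = median of COUP-TF2 test wells and 100% = reporter-only cells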
NOD2-RIPK2 inh: NOD2-RIPK2 protein interaction inhibition; O43353; CHO BLA complementation NOD2-RIPK2, CCF4 ratio; AID 624267; inhibition, % at 4.98 µM; 0.38% of 360,000 active; in the data active = inhibition above about 21%;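 note: 0% = vehicle only and 100% = reference blocker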
SRC1 inh: inhibitors of human steroid receptor coactivator 1 (SRC1). HEK293 GAL4-SRC1 luciferase reporter, luminescence. inhibition, % at 3.6 µM. 0.12% of 360,000 active. AID 588354;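 active = inhibition above the campaign mean plus 3 SD, with each screening campaign given its own cutoff, cut at about 60% in these data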;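 note: 0% = DMSO treated cells and 100% = gossypol at 36 µM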
SRC2 inh: human SRC2 (NCOA2) inhibition. HEK293 GAL4-SRC2 luciferase reporter, luminescence. 0.17% of 370,000 active. AID 651957. inhibition, % at 9 µM;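 active = inhibition above the mean inhibition of all tested compounds plus 3 SD, set per campaign, cut at about 52% in these data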;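 note: 0% = DMSO treated cells and 100% = cells given Gossypol at 36 µM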
TLR9-MyD88 block: blocks human TLR9 binding to MyD88 | AID 504734 | CHO BLA complementation TLR9-MyD88, CCF4 FRET ratio | 0.21% of 340,000 active | Q9NR96+Q99836 | inhibition, % at 4.98 µM;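 active = inhibition above the mean over all tested compounds plus 3 SD, cut at about 21% in these data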;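 note: 0% = DMSO only wells and 100% = clavulanate BLA inhibitor control wells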
NCOA3 inh: human NCOA3 inhibition. HEK293 GAL4-SRC3 luciferase reporter, luminescence. inhibition, % at 3.6 µM. 0.17% of 360,000 active. AID 588352;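 active = inhibition above a per-campaign cutoff, the mean of all compounds plus 3 SD, cut at about 60% in these data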;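 note: 0% = DMSO-treated cells and 100% = gossypol-treated cells at 36 µM; higher means less SRC3-driven luciferase light from the GAL4 reporter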
MC4R barr agon: activates human MC4R beta-arrestin recruitment; P32245; U2OS MC4R beta-arrestin complementation, luminescence; percent of melanotan II response, DMSO zero; activation, % at 8.9 µM; 0.98% of 360,000 active; AID 540308;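 active = activation above a per-plate cutoff, the mean activation of sample wells on that plate plus 3 SD, cut at about 8% in these data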
Target sequence (P32245 whole entry, looked up): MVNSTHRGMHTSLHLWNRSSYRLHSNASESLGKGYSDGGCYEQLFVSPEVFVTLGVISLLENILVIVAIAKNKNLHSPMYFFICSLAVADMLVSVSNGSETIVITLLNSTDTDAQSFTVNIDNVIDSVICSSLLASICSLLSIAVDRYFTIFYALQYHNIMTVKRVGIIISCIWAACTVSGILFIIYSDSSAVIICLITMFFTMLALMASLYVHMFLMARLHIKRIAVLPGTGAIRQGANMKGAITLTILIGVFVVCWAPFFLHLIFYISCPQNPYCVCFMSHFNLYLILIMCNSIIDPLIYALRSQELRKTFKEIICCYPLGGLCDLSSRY
LMP1 NFkB inh: inhibitors of Epstein-Barr LMP1-induced NF-kappaB reporter; 0.69% of 350,000 active; AID 504558; inhibition, % at 12.5 µM; LMP1-induced NF-kappaB luciferase reporter cells, luminescence; in the data active = inhibition above about 41%;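 note: 0% = neutral control wells and 100% = reference inhibitor control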
MC4R antagonist: antagonists of human melanocortin 4 receptor (MC4R); P32245; MC4R-expressing cells, MTII-stimulated cAMP, LANCE TR-FRET; inhibition, % at 6.5 µM; 0.48% of 360,000 active; AID 540295;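 active = inhibition above its plate's cutoff, the mean of tested wells on that plate plus 3 SD, cut at about 29% in these data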;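 note: 0% = Melanotan II alone and 100% = Melanotan II plus saturating MCL0020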
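Assay system: U2OS cells stably expressing human melanocortin 4 receptor (MC4R) / Dosing: 6.5 µM / Timing: compound 30 min, challenge 1 h, detection 1 h / Measured by: Eu-cAMP/anti-cAMP TR-FRET, emission 671 nm / Replicates: singlicate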
Active calls of the source: *; . = not tested or not shown. An excerpt. The share of hits here may be higher or lower than overall.

#	mol	NR5A2 inv ag	SRC2 inh	MC4R barr agon	NOD2-RIPK2 inh	MC4R antagonist	SRC1 inh	TLR9-MyD88 block	ABHD5 PLIN5 PPI	LMP1 NFkB inh	NR2F2 inh	NCOA3 inh
1	CC(c1ccccc1)C1C(C#N)=C(N)OC2=C1C(=O)CCC2 (configuration not stated)	-8	-12	-0.5	2	10	0	1	-4	-3	12	-15
2	COc1ccc(OC)c(-n2c(-c3cccc(C)c3)n[nH]c2=S)c1	1	11	-3.1	1	18	4	3	-3	4	-7	-4
3	O=C(O)CCCn1cc(NC(=O)c2cc(F)c(F)cc2Cl)cn1	8	-19	-1.8	1	5	-20	-7	-3	1	26	4
4	COc1ccc(-c2ccc(C(=O)NC3CCCCC3)c3occc23)c(C)c1	-8	-16	-0.8	-1	18	-9	.	-11	.	-2	-30
5	Cc1nc(-c2ccccc2)nc2[nH]c(C(C)C)cc(=O)c12	23	-1	-0.4	-8	13	0	-3	6	-12	9	3
6	O=C(CSc1nc2ccc([N+](=O)[O-])cc2[nH]1)NCCc1ccccc1	20	.	-1.6	-5	-2	-20	10	-1	-3	.	0
7	CCOC(=O)N1CCC(NC(=O)c2ccc(OC)c(CN3CC(=O)N4CCCC4C3=O)c2)CC1 (configuration not stated)	3	-12	-0.8	3	-1	-10	10	2	-5	-12	-8
8	COc1cccc(CNC(=O)CCCn2nc(C)c3c(C)n(-c4ccccc4)nc3c2=O)c1	-11	4	-0.7	-11	0	-14	-1	-7	6	-11	-3
9	COc1ccc(C(=O)NCC(C)(c2ccccc2)c2ccccc2)cc1S(=O)(=O)N1CCOCC1	-8	22	-0.1	-9	17	7	-7	12	-8	-7	-4
10	COC(=O)[C@H](Cc1ccccc1)NC(=O)Nc1ccc(C)cc1	4	2	0.3	2	11	1	0	4	1	-19	2
11	O=C(CSc1nc(N2CCOCC2)nc(N2CCOCC2)n1)Nc1ccccc1F	0	39	-3.7	-4	1	-12	-14	-4	0	-4	7
12	Cc1ccc(S(=O)(=O)N2CCCOC2CNC(=O)C(=O)NCCc2ccco2)cc1 (configuration not stated)	-13	-14	0.6	-7	4	7	-12	1	4	5	-6
13	CCOCCCNC(=O)CN1CCN(c2ccc(F)cc2)CC1	9	-8	-0.7	4	-2	-8	3	0	-10	1	5
14	CCCCc1cc(=O)oc2c(C)c(OCC(=O)NCCN3CCOCC3)ccc12	27	-22	-0.2	-3	-2	-9	0	13	-4	1	12
15	COc1cc(-c2nc3ccccn3c2/N=C/c2ccccc2)ccc1O	3	-5	-0.3	-4	-9	3	2	2	3	8	-3
16	CC1CCN(C(=O)Cn2cc(C(=O)C3CC3)c3ccccc32)CC1	5	-10	-1.0	-14	1	-14	2	-4	22	3	5
17	Cn1cccc1C(=O)NS(=O)(=O)c1ccccc1Cl	28	-16	0.4	1	-8	-13	-1	17	-6	-16	14
18	O=[N+]([O-])c1ccc(S(=O)(=O)NCC2COc3ccccc3O2)cc1 (configuration not stated)	3	4	-1.1	3	1	11	-1	-2	-1	-6	-11
19	Cc1cc(C)c(C#N)c(SCC(=O)N(C)C2CCCCC2)n1	-7	-15	-2.1	2	-5	-4	0	2	-4	8	21
20	NC(=O)c1cc(-c2ccncc2)nc2ccc(Cl)cc12	5	19	-2.1	5	5	-2	10	2	0	6	4
21	Cc1ccc(CSCC(=O)Nc2c(C)n(C)n(-c3ccccc3)c2=O)cc1	2	12	1.6	-3	4	-4	2	6	1	1	8
22	CC(=O)C1C(c2ccncc2)NC(=O)NC1(O)C(F)(F)F (configuration not stated)	16	.	0.8	-14	4	-10	-1	3	1	.	9
23	CCCn1c(=O)[nH]c(=O)c2c1nc(-c1ccc(OC)c(Br)c1)n2CCOC	26	-14	-2.3	7	4	0	-8	9	10	-17	4
24	COC(=O)C(NC(=O)c1ccccc1)c1ccccc1 (configuration not stated)	-10	-21	-2.1	1	1	-3	-2	-1	0	15	12
25	Cc1ccc2oc(=O)c(/C=C(\O)c3cccs3)nc2c1	-75	-64	0.2	5	16	-102	-1	-2	0	-13	-60
26	CCC(NS(=O)(=O)c1ccc(C)cc1)C(=O)O (configuration not stated)	-9	15	0.2	-4	6	-17	-7	-2	0	5	9
27	COc1ccc(CCNC(=O)Cc2cc3c(cc2[N+](=O)[O-])OCO3)cc1OC	-4	-38	0.4	-5	-3	11	2	-2	-1	5	-1
28	CC(C)(C)NS(=O)(=O)c1ccc(CCC(=O)NCc2ccc3c(c2)OCO3)cc1	4	11	-1.5	-16	3	11	-5	-10	3	-1	0
29	COc1nc(NCCC2=CCCCC2)nc(OC)n1	-15	-39	-0.7	-8	-5	-10	-2	-3	6	0	7
30	NC(=O)c1nsc(C(=O)N(CC(=O)NCc2ccccc2)c2cccc(F)c2)c1N	-15	-5	-0.1	2	-7	11	-1	0	0	-3	3
31	C[C@@H]1CN([C@H](C)CO)C(=O)CCCn2cc(nn2)CO[C@H]1CN(C)S(=O)(=O)c1ccc2c(c1)OCCCO2	10	11	-0.2	0	-2	-14	-5	1	-1	-7	-18
32	Cc1ccc(C)c(C(C)NC(=O)Cc2cccs2)c1 (configuration not stated)	4	20	-1.3	-7	9	1	-12	-2	-5	13	-5
33	CC(=O)Nc1ccc(C(=O)N2c3ccccc3N=C(c3ccc4c(c3)OCO4)C2C(=O)NCc2ccccc2)cc1 (configuration not stated)	-33	-22	.	-6	.	.	.	8	.	-14	.
34	NNC(=O)c1sc2nc(N3CCOCC3)c3c(c2c1N)CCCC3	27	-4	0.4	-10	1	-9	.	0	.	6	0
35	Nc1nnc(COc2cccc(C(F)(F)F)c2)s1	-20	-9	2.0	13	12	14	-13	2	-4	-6	4
36	Cc1ccc(C(=O)C2CCN(C(=S)NCCCOC(C)C)CC2)cc1	-6	-15	0.6	2	6	6	-2	-1	0	-15	-11
37	Cn1c(=O)oc2cc(S(=O)(=O)NCCC(=O)NCCc3ccc(Cl)cc3)ccc21	15	31	-1.4	-6	0	-22	-18	-1	-11	10	11
38	Cc1ccc(S(=O)(=O)NNC(=O)c2ccc3ccccc3n2)cc1	7	-2	-2.1	2	1	8	-2	0	-5	-3	-5
39	O=C(NCc1ccco1)Nc1ccccc1Cl	-22	-13	-1.4	-11	7	-31	-1	2	5	-29	-17
40	c1cn2c(NC3CCCC3)c(-c3ccc(N4CCOCC4)cc3)nc2cn1	-20	-51	-0.2	7	7	-45	9	0	-31	-46	-81
41	COCCNC(=O)C1(C)CCCN(C(=O)c2ccc(F)c(Cl)c2)C1 (configuration not stated)	-16	20	-0.9	-9	2	0	.	3	.	-6	-12
42	O=C(C[C@H]1C/C=C\CC[C@@H](Cc2ccc(F)cc2)C(=O)OC[C@H]2CCCN2C1=O)N[C@@H](CO)Cc1ccccc1	-3	22	-1.5	-1	4	-1	-2	5	-2	7	10
43	CC1CCCCC12NC(=O)N(CC(=O)Nc1ccc(OC(F)F)cc1)C2=O (configuration not stated)	-13	37	-3.1	-4	7	4	-12	-1	-5	12	-3
44	CC(C)C(c1nnnn1C1CCCCC1)N1CCN(C(=O)c2ccco2)CC1 (configuration not stated)	8	1	1.4	-3	13	0	1	0	-8	-3	-1
45	Cc1ccc(OCC(=O)Nc2ccc3c4c(cccc24)CC3)c(C)c1	-10	11	6.7	-6	-6	-10	-6	-1	-7	6	17
46	CCN(C(=O)c1ccc(Br)cc1)c1ccccc1	3	-14	-2.8	1	11	1	-10	1	8	16	1
47	CC1CCN(Cc2c(C(=O)N/N=C/c3ccc(C(C)(C)C)cc3)nnn2-c2nonc2N)CC1	8	-19	1.3	-12	3	1	5	-4	-5	-5	8

An excerpt from above in order of length of the SMILES, rising:
#	mol	NR5A2 inv ag	SRC2 inh	MC4R barr agon	NOD2-RIPK2 inh	MC4R antagonist	SRC1 inh	TLR9-MyD88 block	ABHD5 PLIN5 PPI	LMP1 NFkB inh	NR2F2 inh	NCOA3 inh
46	CCN(C(=O)c1ccc(Br)cc1)c1ccccc1	3	-14	-2.8	1	11	1	-10	1	8	16	1
41	COCCNC(=O)C1(C)CCCN(C(=O)c2ccc(F)c(Cl)c2)C1 (configuration not stated)	-16	20	-0.9	-9	2	0	.	3	.	-6	-12
42	O=C(C[C@H]1C/C=C\CC[C@@H](Cc2ccc(F)cc2)C(=O)OC[C@H]2CCCN2C1=O)N[C@@H](CO)Cc1ccccc1	-3	22	-1.5	-1	4	-1	-2	5	-2	7	10

Single values from above:
Under LMP1 NFkB inh, CC(C)C(c1nnnn1C1CCCCC1)N1CCN(C(=O)c2ccco2)CC1 (configuration not stated) has the entry -8
Under MC4R antagonist, O=C(NCc1ccco1)Nc1ccccc1Cl has the entry 7
Under MC4R antagonist, Cc1ccc(S(=O)(=O)NNC(=O)c2ccc3ccccc3n2)cc1 has the entry 1
Under MC4R antagonist, CC1CCCCC12NC(=O)N(CC(=O)Nc1ccc(OC(F)F)cc1)C2=O (configuration not stated) has the entry 7
Under SRC2 inh, Cc1ccc(OCC(=O)Nc2ccc3c4c(cccc24)CC3)c(C)c1 has the entry 11
Under SRC1 inh, CC1CCN(Cc2c(C(=O)N/N=C/c3ccc(C(C)(C)C)cc3)nnn2-c2nonc2N)CC1 has the entry 1
